PAFAH1B3 inh: PAFAH1B3 (human) inhibition. Q15102. recombinant PAFAH1B3, FP-rhodamine probe, fluorescence polarization. inhibition, % at 3.39 µM. 340,000 tested, 0.28% active. AID 492972;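 active means inhibition above the screen-wide average of all tested compounds plus 3 SD, cut at about 25% in these data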;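 further: 0% = enzyme with DMSO only and 100% = wells lacking PAFAH1B3 protein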
PAFAH2 FP inh: PAFAH2 (human) inhibition; recombinant PAFAH2, FP-rhodamine activity probe, fluorescence polarization; inhibition, % at 3.39 µM; 340,000 tested, 0.99% active;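 active means inhibition above the mean over all tested compounds plus 3 SD, cut at about 30% in these data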;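 further: inhibitors block probe labeling of enzyme so polarization drops; 0% = enzyme with DMSO and 100% = wells lacking PAFAH2 protein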
ZTA counter: counter-screen for EBNA-1 inhibitors: inhibitors of Epstein-Barr virus ZTA; inhibition, % at 11 µM; 320,000 tested, 0.15% active; P03206; ZTA-DNA binding, fluorescence polarization; in the data active means inhibition above about 33%
Target sequence (P03206 whole entry, looked up): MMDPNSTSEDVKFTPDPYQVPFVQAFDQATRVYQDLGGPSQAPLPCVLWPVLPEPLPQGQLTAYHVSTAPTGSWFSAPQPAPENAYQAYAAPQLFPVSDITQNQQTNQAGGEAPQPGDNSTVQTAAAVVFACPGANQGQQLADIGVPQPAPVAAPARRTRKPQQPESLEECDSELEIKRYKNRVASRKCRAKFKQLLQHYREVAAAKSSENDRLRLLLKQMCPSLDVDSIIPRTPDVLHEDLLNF
LYPLA1 inh: LYPLA1 (human) inhibition in PME1 counter-screen | O75608 | inhibition, % at 5.9 µM | 320,000 tested, 0.16% active | recombinant LYPLA1, FP-Rh probe fluorescence polarization;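 active means inhibition above the mean of all tested compounds plus 3 SD, set per campaign, cut at about 14% in these data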;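 further: inhibitors block serine hydrolase probe labeling of LYPLA1 so polarization falls; 0% = enzyme with DMSO and 100% = wells lacking LYPLA1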
PREPL inh: human PREPL enzyme inhibition | recombinant PREPL, fluorescence polarization activity-based probe | inhibition, % at 5.96 µM | 320,000 tested, 0.68% active | AID 2751; in the data active means inhibition above about 43%;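 further: 0% = enzyme with DMSO and 100% = wells lacking enzyme; many of its hits are not listed in these tables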
Target sequence (Q4J6C6 whole entry, looked up): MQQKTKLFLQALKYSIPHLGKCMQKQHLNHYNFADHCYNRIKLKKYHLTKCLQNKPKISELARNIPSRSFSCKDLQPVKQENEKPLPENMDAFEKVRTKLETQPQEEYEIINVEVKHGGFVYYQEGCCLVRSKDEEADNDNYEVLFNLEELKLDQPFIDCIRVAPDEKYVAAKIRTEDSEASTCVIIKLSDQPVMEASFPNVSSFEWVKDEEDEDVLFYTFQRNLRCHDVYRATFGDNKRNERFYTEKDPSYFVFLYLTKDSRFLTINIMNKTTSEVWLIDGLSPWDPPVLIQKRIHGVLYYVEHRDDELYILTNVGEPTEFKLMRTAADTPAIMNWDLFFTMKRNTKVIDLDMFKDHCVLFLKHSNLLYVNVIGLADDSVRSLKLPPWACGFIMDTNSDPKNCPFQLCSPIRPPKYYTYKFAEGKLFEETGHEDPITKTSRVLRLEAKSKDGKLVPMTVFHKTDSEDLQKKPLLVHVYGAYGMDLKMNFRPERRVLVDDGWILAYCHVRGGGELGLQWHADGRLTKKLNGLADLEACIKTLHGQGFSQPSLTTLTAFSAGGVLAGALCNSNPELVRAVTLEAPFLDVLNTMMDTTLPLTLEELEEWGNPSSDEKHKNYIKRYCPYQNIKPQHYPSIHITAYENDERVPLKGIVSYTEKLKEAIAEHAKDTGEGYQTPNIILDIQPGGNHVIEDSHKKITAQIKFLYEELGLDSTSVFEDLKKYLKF
pPAFAH inh: pPAFAH (human) enzyme inhibition; Q13093; 330,000 tested, 1.5% active; recombinant pPAFAH, FP-rhodamine probe fluorescence polarization; inhibition, % at 3.39 µM;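 active means inhibition above the mean inhibition across the screen plus 3 SD, cut at about 25% in these data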;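 further: inhibitors block binding of the rhodamine activity-based probe so polarization drops; 0% = enzyme with DMSO and 100% = wells lacking pPAFAH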
LYPLA2 counter: LYPLA2 (human) inhibition in PME1 counter-screen; O95372; recombinant LYPLA2, FP-Rh probe fluorescence polarization; inhibition, % at 5.9 µM; 320,000 tested, 0.38% active; AID 2177;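 active means inhibition above the screen-wide mean plus 3 SD, limit set per campaign, cut at about 26% in these data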;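 further: 0% = LYPLA2 with DMSO and 100% = wells lacking LYPLA2 enzyme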
PAFAH1B2 FP inh: PAFAH1B2 (human) inhibition | P68402 | recombinant PAFAH1B2, FP-rhodamine activity probe, fluorescence polarization | inhibition, % at 3.39 µM | 340,000 tested, 1.2% active;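 active means inhibition above the mean of all tested compounds plus 3 SD, cut at about 24% in these data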;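 further: 0% = enzyme with DMSO and 100% = wells lacking PAFAH1B2; many of its hits are not listed in these tables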
EBNA-1 inhibitor: blocks EBNA-1 binding to DNA. 300,000 tested, 0.34% active. inhibition, % at 14.8 µM. EBNA-1 DNA binding, fluorescence polarization. AID 1950; in the data active means inhibition above about 28%
* = called active by the depositor; . = not tested or not shown. Not all compounds are listed. The share of hits here may be higher or lower than overall.

SMILES | PAFAH1B3 inh | PAFAH2 FP inh | ZTA counter | LYPLA1 inh | PREPL inh | pPAFAH inh | LYPLA2 counter | PAFAH1B2 FP inh | EBNA-1 inhibitor
COC(=O)c1ccc(CSc2nc3c(cnn3-c3ccc(C)c(C)c3)c(=O)[nH]2)o1 | 5 | -7 | -1 | -3 | 8 | -16 | -4 | 2 | -9
Cc1csc(N(C(=O)c2cccc(S(=O)(=O)N(C)C)c2)c2ccccc2)n1 | 8 | 6 | -3 | 1 | 19 | 1 | 1 | 1 | 8
O=C(CSc1nnc(-c2cccnc2)o1)Nc1cccc(Cl)c1 | 9 | 2 | 9 | -3 | -8 | 0 | -1 | 0 | -9
COc1cccc(NC(=O)CN(C)S(=O)(=O)c2ccc(C)cc2)c1 | 3 | -3 | -15 | 2 | 1 | 8 | 10 | 9 | -2
COc1ccc(S(=O)(=O)N/N=C/c2ccc(OCCN3CCOCC3)c(OC)c2)cc1 | 1 | 0 | 0 | 2 | -9 | -1 | -2 | 3 | -2
Cc1ccc(S(=O)(=O)N2CCCCC2)cc1NC(=O)CN1C(=O)c2ccccc2S1(=O)=O | -5 | -2 | . | . | 7 | -2 | . | 5 | .
Cc1ccc(S(=O)(=O)N2CCN(Cc3cccnc3)CC2)cc1 | 8 | -2 | 4 | -2 | 1 | 1 | -4 | 0 | -11
O=C(Cn1cccc1C(=O)c1ccccc1)NCCN1CCOCC1 | -6 | -3 | 8 | -4 | 2 | 1 | -2 | 5 | 1
COc1ccc(CCC(=O)NCC23CC4CC(CC(C4)C2)C3)cc1 | 10 | 4 | -3 | -4 | 15 | -7 | -13 | 24 | -13
CCOC(=O)Cc1nnc(-c2ccccc2)o1 | 1 | -7 | 0 | -2 | 7 | -1 | 6 | -1 | -6
Cc1ccc(C2c3c(oc4cc(C)c(C)cc4c3=O)C(=O)N2CCCN2CCOCC2)cc1 (configuration not stated) | 2 | -23 | 9 | -3 | 4 | 3 | -2 | -3 | -8
Cc1ccc(NC(=O)c2cc(-c3cc(C)c(C)cc3O)n[nH]2)cc1C | -2 | -7 | 2 | 1 | -3 | 0 | -1 | 1 | -11
COCCCNC(=O)/C=C/c1c(Cl)cccc1Cl | 4 | -9 | 0 | -3 | 0 | 3 | 3 | -1 | -5
CC(C)c1[nH]nc2c1C(C(C)C)C(C#N)=C(N)O2 (configuration not stated) | -3 | 15 | -2 | 0 | 9 | -3 | 5 | 4 | -2
Cc1cc(-c2csc(NC(=O)c3cccc(S(=O)(=O)N(C)C)c3)n2)c(C)n1-c1ccccc1 | 10 | 7 | 8 | -6 | 5 | 15 | -9 | 8 | 4
Nc1cc(OC(=O)c2cccs2)nn1S(=O)(=O)c1ccccc1 | 6 | 5 | 2 | -2 | 22 | 7 | -1 | 3 | 13
CC(C)(C)N=C1SCC(C)(/C=N/O)S1 (configuration not stated) | 7 | -2 | 15 | -2 | 3 | -1 | -1 | -1 | 7
CCOc1ccccc1-c1nc2c([nH]1)c(=O)n(C)c(=O)n2C | 6 | 2 | -10 | -5 | 18 | -4 | -2 | 1 | 3
O=C(Cn1cnc2c(NCc3ccccc3)ncnc21)NCCN1CCOCC1 | 4 | -6 | . | . | . | -3 | . | 3 | .
CCOC(=O)c1ccc(NC(=O)C2CC(O)CN2S(=O)(=O)c2ccc(C)cc2)cc1 (configuration not stated) | -2 | 1 | . | . | 18 | 1 | . | 0 | .
CCSc1nnc(NC(=O)CSc2nc(CC)nc3c2c(=O)n(C)c(=O)n3C)s1 | 2 | 4 | 13 | 2 | -5 | -1 | 3 | 5 | 0
COc1ccccc1Nc1nc(-c2c(C)[nH]c3ccccc23)cs1 | -5 | -11 | 5 | -4 | -1 | 5 | -7 | -13 | 2
O=C(NCCN1CCOCC1)c1ccc(CS(=O)(=O)Cc2ccccc2F)o1 | 3 | 2 | -10 | 1 | 0 | 3 | 6 | 3 | 5
CCn1nc(C(=O)Nc2ccc(S(=O)(=O)Nc3ncccn3)cc2)c2ccccc2c1=O | 0 | -3 | -7 | 0 | 1 | -2 | 5 | 1 | 7
O=C(CSC1=NS(=O)(=O)c2cc(Cl)ccc2N1)NCc1ccc(F)cc1 | 9 | 4 | 0 | -2 | -8 | -2 | -6 | 23 | 3
Next structures:
SMILES | PAFAH1B3 inh | PAFAH2 FP inh | ZTA counter | LYPLA1 inh | PREPL inh | pPAFAH inh | LYPLA2 counter | PAFAH1B2 FP inh | EBNA-1 inhibitor
CCN(CC)CCCNC(=O)CNC(=S)N(CCCN1CCOCC1)Cc1cccs1 | 4 | -4 | 6 | -2 | 6 | 1 | 1 | 3 | 0
CCOC(=O)Cn1nnnc1CN(Cc1ccccc1)Cc1cc2cc(CC)ccc2[nH]c1=O | 4 | 0 | -7 | -6 | -5 | 5 | -8 | 4 | 9
CC(/C=N/NC(=O)c1sc(N)nc1C)=C\c1ccccc1 | 4 | 0 | 14 | -3 | 16 | 3 | -1 | 2 | 23
Cc1ccc(OCC(=O)Nc2ccc(S(=O)(=O)N3CCOCC3)cc2)c([N+](=O)[O-])n1 | 6 | 4 | 11 | -2 | 0 | 6 | 4 | 5 | 5
CCn1nc(NC(=O)Cc2ccc(OC)cc2)c2cc3cc(C)ccc3nc21 | 5 | 2 | -8 | 0 | 11 | 5 | 3 | 5 | -1
Cc1ccc(Nc2nc3ccccc3n3cnnc23)c(Cl)c1 | 8 | -8 | -2 | -2 | 17 | 1 | 7 | 2 | 2
CC(C)c1ccc(O)c(C(=O)c2cnn(-c3ccccc3)c2)c1 | -5 | -11 | -7 | -5 | 2 | 8 | -1 | 0 | -1
CC(C)OCCCNC(=S)NNC(=O)C(c1ccccc1)c1ccccc1 | 9 | 5 | 0 | 2 | -6 | 2 | 0 | 3 | -3
Cc1ccccc1-n1ccnc1SCC(=O)NCC1CCCO1 (configuration not stated) | 11 | -2 | -11 | 1 | -1 | 5 | 7 | 0 | -3
CC1=NN(c2nc(-c3ccccc3)cs2)C(=O)C1N=Nc1ccccc1 (configuration not stated) | 7 | 3 | -7 | 2 | 18 | 4 | 7 | -1 | 7
COCCn1ccc2c(OCC(=O)Nc3cccc(NC(C)=O)c3)cccc2c1=O | 3 | 2 | -6 | 0 | -13 | 4 | 3 | 3 | -5
Cc1ccc(-c2noc(CCC(=O)NCCN3CCN(Cc4ccccc4)CC3)n2)cc1 | 4 | 3 | -9 | 3 | 15 | -6 | 6 | 5 | 3
Cc1ccn2c(NC3CCCCC3)c(C(C)C)nc2c1 | -8 | -3 | 4 | 0 | 7 | -1 | 2 | 4 | 7
O=C(CN(C(=O)CNC(=O)c1cccs1)c1ccc(F)cc1)NC1CCCCC1 | 9 | 3 | 8 | -3 | -11 | 2 | -5 | 8 | -4
CN(C)CCCNC1=CC(=O)OC12CCCCC2 | 2 | 1 | -2 | 0 | -2 | 0 | -4 | 2 | -2
O=C(COC(=O)c1cc(=O)[nH]c(=O)[nH]1)NCc1ccccc1 | 9 | -1 | 6 | -2 | -9 | -6 | 1 | 0 | -6
O=c1nccc(Nc2ccccc2)[nH]1 | 12 | 2 | -2 | -4 | 5 | 3 | -3 | 1 | 2
NNC(=O)c1cc2cc(OC(F)(F)F)ccc2[nH]1 | 0 | -12 | -9 | -12 | 19 | -4 | -25 | -5 | -14
CNC(=S)N(CCc1c(C)[nH]c2ccc(Cl)cc12)Cc1cc(OC)c(OC)c(OC)c1 | -5 | 4 | 3 | -1 | 8 | 19 | -2 | -1 | -1
CCc1ccc(-n2c(SCc3cc(=O)n4cc(Br)ccc4n3)nc3[nH]ncc3c2=O)cc1 | 9 | 5 | 2 | -7 | -2 | -2 | 1 | -1 | -5
CC12CCC(c3c(C(=O)N4CCOCC4)nn(-c4ccccc4)c31)C2(C)C (configuration not stated) | 7 | 3 | 3 | 7 | 6 | 2 | 28* | 13 | 3
O=C(O)c1ccc(-n2cncn2)c([N+](=O)[O-])c1 | 3 | -5 | 5 | 1 | -11 | -5 | -1 | 9 | 2
Nn1c(SCC(=O)Nc2nccs2)nnc1C1CC1 | -5 | -2 | -12 | -2 | 9 | 4 | -6 | -2 | 7
Cn1c(CC(=O)Nc2ccc(Cl)c(Cl)c2)n[nH]c1=S | 0 | 2 | -9 | -1 | 8 | -4 | 0 | 3 | -13
Cc1ccc(S(=O)(=O)Nc2ccc(N3CCN(C)CC3)nc2)cc1 | 8 | 15 | 2 | 0 | -2 | -2 | 3 | 5 | 9

Ordered by value in PAFAH1B3 inh (descending): 3 of the compounds above.
| Structure | PAFAH1B3 inh | PAFAH2 FP inh | PREPL inh | pPAFAH inh | PAFAH1B2 FP inh | EBNA-1 inhibitor |
| --- | --- | --- | --- | --- | --- | --- |
| Cc1ccc(Nc2nc3ccccc3n3cnnc23)c(Cl)c1 | 8 | -8 | 17 | 1 | 2 | 2 |
| Nn1c(SCC(=O)Nc2nccs2)nnc1C1CC1 | -5 | -2 | 9 | 4 | -2 | 7 |
| Cc1ccn2c(NC3CCCCC3)c(C(C)C)nc2c1 | -8 | -3 | 7 | -1 | 4 | 7 |

(next part)
SMILES | PAFAH1B3 inh | PAFAH2 FP inh | ZTA counter | LYPLA1 inh | PREPL inh | pPAFAH inh | LYPLA2 counter | PAFAH1B2 FP inh | EBNA-1 inhibitor
CCCCNC(=O)c1onc(CSc2ccccc2)c1C(=O)O | -12 | 14 | 8 | 2 | -2 | 9 | -2 | 6 | 6
N#CC1=C(SCC(=O)c2ccc(Br)cc2)NC2=C(C(=O)CCC2)C1c1ccco1 (configuration not stated) | 14 | 5 | -15 | -6 | 25 | 19 | -2 | 3 | 7
O=C(COc1cccc(C(F)(F)F)c1)N1CCN(c2ccc(O)cc2)CC1 | 10 | 5 | -5 | 2 | 6 | 8 | 9 | 5 | -9
COc1ccccc1NC(=O)C1CCN(S(=O)(=O)c2ccc3c(c2)CC(C)N3C(C)=O)CC1 (configuration not stated) | 6 | -5 | -3 | 3 | 7 | 11 | 8 | 8 | -6
Cc1ccc2cc3c(NC(=O)c4cccnc4)nn(C)c3nc2c1 | 6 | -2 | 14 | -1 | 24 | 1 | 2 | 1 | -1
COc1ccc(CNC(=O)COc2ccc(S(=O)(=O)N3CCCCC3)cc2Cl)cc1 | 12 | -6 | -6 | 4 | -3 | 10 | 10 | 2 | 0
CCOC(=O)c1c[nH]c(=S)n(-c2ccccc2)c1=O | 8 | 1 | -5 | 0 | 5 | 7 | 1 | 2 | 1
Cn1c(-c2cccc([N+](=O)[O-])c2)cnc1NCc1cccc(F)c1 | 10 | 0 | -5 | -1 | 10 | 3 | 1 | 5 | -5
CN(CC(=O)Nc1ccccc1Cl)C(=O)c1ccc(-c2cccc(C(F)(F)F)c2)o1 | 3 | 1 | 6 | 1 | 7 | 3 | 4 | 11 | 2
C/C(=N\Nc1ncnc2sc(C)c(C)c12)c1ccccn1 | -2 | -6 | -20 | 4 | 28 | 2 | 5 | -3 | -11
Cc1ccc(CN(C#N)c2nc(C)cc(C)n2)cc1 | 11 | -2 | -7 | -2 | 0 | -1 | -5 | 4 | -7
Cc1cc(-c2n[nH]c(=S)o2)c(C)n1-c1ccccc1 | . | . | 7 | -4 | 9 | 14 | 0 | . | 16
O=C(Cc1ccccc1)N1CCC(c2ccccc2)C1 (configuration not stated) | -7 | 4 | -4 | 1 | -3 | 2 | 0 | 6 | -4
O=C(NCCn1cccn1)C1CCC(=O)N(CCc2ccc(Cl)cc2)C1 (configuration not stated) | 6 | -8 | 2 | -1 | -1 | 2 | -13 | 3 | -2
O=C(c1ccc2c(=O)n3c(nc2c1)CCCCC3)N1CCN(c2ccccc2)CC1 | 4 | -6 | 6 | -1 | -5 | 2 | 8 | -3 | -5
Cn1c(=O)c2c(nc(NN=C3CCCC3)n2C)n(C)c1=O | 4 | 5 | 2 | 0 | 4 | 5 | 4 | 3 | 8
Cc1ccc(N2CCN(C(=O)c3ccccc3)CC2)c(C)c1 | 5 | -5 | 6 | -2 | 10 | 7 | -2 | 2 | -2
C/C(=C\C(=O)c1ccc(C)cc1)NCc1ccc(F)cc1 | -5 | -8 | -19 | -1 | -7 | 3 | -7 | 1 | 1
